Screens (PubChem BioAssay)
GALR2 antag: GALR2 antagonists in receptor-expressing cells, primary screen; antagonist mode; AID 828, 2007; Galanin receptor type 2 (Homo sapiens), O43603; inhibition, % at 4 µM; hit rate 0.39% among 140,000; in the data active = inhibition above about 27%;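 also: cells stimulated with galanin 1-16 at roughly its EC80; 0% = agonist challenge control and 100% = basal control without agonist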
Target sequence (O43603 whole entry, looked up): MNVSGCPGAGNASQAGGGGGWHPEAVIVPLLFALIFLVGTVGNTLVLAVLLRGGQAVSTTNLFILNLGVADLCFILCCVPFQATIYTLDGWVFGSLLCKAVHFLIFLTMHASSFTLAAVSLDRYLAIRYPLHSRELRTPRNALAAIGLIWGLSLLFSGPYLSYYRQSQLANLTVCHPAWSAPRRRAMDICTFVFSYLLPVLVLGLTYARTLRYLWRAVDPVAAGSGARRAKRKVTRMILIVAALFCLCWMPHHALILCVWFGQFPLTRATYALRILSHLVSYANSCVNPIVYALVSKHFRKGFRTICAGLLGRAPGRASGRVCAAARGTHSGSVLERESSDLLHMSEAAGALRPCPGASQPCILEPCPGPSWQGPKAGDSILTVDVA
BB579 growth dn: growth inhibitors of yeast BB579 in restrictive medium, primary screen, yeast lifespan-shortening project, S. cerevisiae; OD615, 48 h; inhibition, % at 10 µM; hit rate 0.51% among 140,000; AID 804, 2007;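 active = inhibition above a set limit, 3 SD over the mean compound inhibition, cut at about 44% in these data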; also: inactives centre near -24
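Test system: DeaD yeast strain BB579 / Buffer or medium: restrictive glucose-based CSMM-D medium / Doses: single 10 µM dose / Schedule: 4 h cell preincubation, 48 h compound exposure, 30 °C humidified / Technique: culture absorbance at 615 nm / Controls: amphotericin B positive control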
bCat KO growth: primary screen for growth suppressors in beta-catenin knockout HCT116 cells (colon tumor, human) | HCT116 beta-catenin knockout viability, CellTiter-Glo, 60 h; hits give low values | viability, % at 10 µM | hit rate 1.5% among 140,000 | AID 818, 2007;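 active = viability at or under a set limit, the compound median less 4 SD, cut at about 6% in these data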;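 also: 0% = Hyamine 1622 control at 20 µM and 100% = untreated cell control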
Phagocyt inh: inhibitors of macrophage phagocytosis, primary screen, imaging, J774A.1 cells, IgG beads | hit rate 0.07% among 110,000 | AID 1029, 2008 | inhibition, % at 5 µM | J774A.1 macrophage IgG-bead phagocytosis;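 active = inhibition above the mean of the plate negative controls plus 5 SD, cut at about 13% in these data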;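 also: phagocytic index as fraction of beads internalized from green versus red external bead signal; plate controls were DMSO negative control for no effect and cytochalasin-D positive control for full effect; some results beyond the cut were filed as inactive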
Measles CPE: compounds protecting cells from measles virus cytopathic effect, primary screen, measles RdRp inhibitor project, single point, MLSMR library, absorbance | Measles virus-infected cells, CPE protection | protection (pct of control), % at 4 µM | hit rate 1.5% among 140,000 | AID 841, 2007; in the data active = protection mostly above about 24%, no sharp cut-off; inactive = mostly below about 26%; also: some compounds called inactive have numbers as strong as hits
PTEN del growth: growth suppression of PTEN-null HCT116, primary screen, cell-based, CellTiter-Glo | HCT116 PTEN-null viability, 60 h; hits give low values | viability, % at 10 µM | hit rate 1.2% among 140,000;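 active = viability at or below a set limit, 4 SD under the median of all tested compounds, cut at about 3.7% in these data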;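 also: PTEN knockout HCT116 line with beta catenin targeted HCT116 as companion control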
NPY Y2 blocker: NPY-Y2 receptor antagonists, primary screen, cell-based; Neuropeptide Y receptor type 2 (Homo sapiens), P49146; NPY-Y2 expressing cells, antagonist mode; inhibition, % at 2.7 µM; hit rate 0.99% among 140,000; AID 793, 2007; in the data active = inhibition above about 17%;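 also: 0% = vehicle with agonist challenge and 100% = reference antagonist with challenge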
Target sequence (P49146 whole entry, looked up): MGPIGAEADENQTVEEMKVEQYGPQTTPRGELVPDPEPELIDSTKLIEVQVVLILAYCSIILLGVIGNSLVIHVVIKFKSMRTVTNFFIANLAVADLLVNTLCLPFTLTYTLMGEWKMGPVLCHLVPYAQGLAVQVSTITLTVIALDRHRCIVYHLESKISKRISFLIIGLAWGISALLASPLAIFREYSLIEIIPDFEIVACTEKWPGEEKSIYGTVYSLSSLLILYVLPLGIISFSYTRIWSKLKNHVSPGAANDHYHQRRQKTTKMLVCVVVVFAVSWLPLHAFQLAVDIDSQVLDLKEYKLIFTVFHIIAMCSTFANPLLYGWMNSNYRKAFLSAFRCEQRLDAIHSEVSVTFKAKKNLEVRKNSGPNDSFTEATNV
MRP1 act: H69AR viability gain despite doxorubicin, primary screen, MRP-1 activator project, H69AR cells, CellTiter-Glo; hit rate 0.61% among 140,000; viability increase, % at 10 µM; viability rescue;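 active = viability gain under doxorubicin at or above a set limit, the compound median plus 3 SD, cut at about 4.7% in these data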;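 also: MRP-1 overexpressing cells given doxorubicin 25 µM after compound pretreatment; 18-22 h compound pretreatment then 72 h with doxorubicin before readout; 0% = doxorubicin-only wells and 100% = vehicle-treated cells without doxorubicin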
E-sel TNF inh: E-selectin induction blockers in HUVEC – imaging, immunofluorescence, high content, primary screen. HUVEC TNFa-induced E-selectin immunofluorescence. inhibition, % at 2 µM. hit rate 0.71% among 120,000. AID 1246, 2008;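 active = inhibition above the batch mean plus 3 SD, and confirmed as a hit on visual image review, cut at about 43% in these data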;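 also: 0% = TNF-stimulated DMSO wells and 100% = unstimulated control wells; not every result past the cut was called active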
Yeast life ext: compounds extending yeast replicative lifespan, primary screen, S. cerevisiae, OD615. S. cerevisiae growth with nicotinamide; deaD strain in restrictive glucose medium. inhibition of the nicotinamide effect, % at 10 µM. hit rate 0.68% among 130,000. AID 775, 2007;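 active = inhibition above a set limit, placed 3 SD over the median of all compounds, cut at about 26% in these data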;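 also: 0% = nicotinamide-treated wells and 100% = cells grown without nicotinamide; some compounds called inactive have numbers as strong as hits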
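Test system: DeaD-strain S. cerevisiae / Buffer or medium: restrictive glucose medium / Also added: nicotinamide 1.5 mM / Doses: one concentration, 10 µM, DMSO 0.25% / Schedule: 48 h at 30 °C / Signal: OD615 measurement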
Numbers without * were called inactive; . = not tested or not shown; & = joins results of further samples. The order is random (roughly 6.1% active in at least one column).

SMILES	GALR2 antag	BB579 growth dn	bCat KO growth	Phagocyt inh	Measles CPE	PTEN del growth	NPY Y2 blocker	MRP1 act	E-sel TNF inh	Yeast life ext
O=C(/C=C/Nc1cccc([N+](=O)[O-])c1)c1cccs1	23.2	-29.1	84.8	-0.7	0.3	75.3	3.0	-1.6	6.7	-14.7
C=CCn1cc(C(=O)NCc2ccco2)c(=O)c2cc(S(=O)(=O)N3CCCCCC3)ccc21	9.4	-41.6	54.4	-2.1	5.3	74.2	-0.8	-2.2	.	-5.0
Cc1ccc(Cl)cc1-c1ccc(C=Nc2ccc(N3CCOCC3)cc2)o1	-6.5	-7.2	94.5	-7.7	60.2*	90.6	9.3	0.5	.	-5.5
COc1cccc(/C=N/n2c(-c3cccs3)n[nH]c2=S)c1	-5.7	17.7	89.0	.	2.1	89.3	2.1	-4.5	-15.0	-11.3
CCC/C(=N/NC(=O)c1cccc(Cl)c1)c1ccccc1	0.9	-19.4	95.1	-1.4	19.4	88.7	1.8	-1.9	30.1	-5.5
O=C(CNC(=O)c1cccs1)NCCN1CCN(Cc2ccccc2)CC1	-3.0	-0.8	93.2	0.2	7.1	100.6	0.7	-1.9	.	0.7
CCN(CC(=O)NC(=O)NC1CCCCC1)Cc1nc2ccccc2c(=O)[nH]1	-6.8	30.1	93.3	-0.1	7.1	85.1&90.8	-0.3	-0.3	10.2	-5.9
COCCCn1c(SCc2nc3ccccc3c(=O)[nH]2)nc2ccccc2c1=O	-2.4	-32.4	64.4	.	9.1	79.7	4.8	-1.3	-2.8	-5.3
COc1cccc(/C=N/n2c(-c3ccco3)nc3ccccc3c2=O)c1OC	-2.3	9.8	103.7	2.9	41.5	108.4	7.0	-0.6	.	-0.7
CCOC(=O)N1CCN(C(=O)CN(Cc2ccc(Cl)cc2)S(=O)(=O)c2ccc(C)cc2)CC1	1.1	-50.3	91.9	-1.0	24.4	86.7	1.3	-0.5	-10.6	9.9
N#C/C(=C\c1cn(Cc2cccc(F)c2)c2ccccc12)C(=O)NCc1ccco1	8.8	-40.8	93.3	-4.6	5.9	87.5	2.5	-0.9	.	-0.8
CCN(CC)CCN1C(=O)C(=O)/C(=C(/O)c2ccc(Cl)cc2)C1c1ccncc1 (stereo unspecified)	-1.6	4.3	94.3	-7.1	23.0	96.5	3.4	1.5	-67.2	-3.1
Cn1c(N)c(C(=O)CCl)c(=O)n(C)c1=O	23.4	-19.0	85.4	0.5	3.5	94.3&97.2	-2.0	-1.2	-25.2	-7.5
O=C(O)C1CCCN1S(=O)(=O)c1ccc2c(c1)CCC2 (stereo unspecified)	-8.2	-16.8	89.8	-1.0	8.9	98.0	4.5	-1.8	-10.6	-9.7
Cc1[nH]c2ccccc2c1SCC(=O)N1CCN(c2ccccc2)CC1	0.3	-28.1	94.3	-0.4	16.1	90.3	1.2	-1.5	.	-9.3
CCOc1ccc(CNC(=O)C2CCCN(S(C)(=O)=O)C2)cc1OC (stereo unspecified)	2.3	-43.8	91.5	-1.0	5.8	102.4	1.5	0.3	-13.0	-0.8
CCCCn1c(-c2nn(C)cc2Cl)n[nH]c1=S	5.7	-10.1	109.3	.	3.5	91.8	1.7	-0.3	1.6	-17.0
O=C(Cn1c(=O)c2c(ncn2Cc2ccccc2)n(Cc2ccccc2)c1=O)N1CCc2ccccc21	-5.9	-35.2	98.0	-1.8	6.9	87.3	0.3	5.3*	12.7	-24.6
COc1ccc2c(CC(=O)OCC(=O)Nc3ccccc3[N+](=O)[O-])coc2c1	-2.6	-26.5	92.7	-0.7	18.6	100.7	10.8	-0.4	17.8	-2.5
Cc1n[nH]c(=S)n1/N=C/c1ccc(OCc2ccc(Cl)cc2)cc1	5.0	-23.9	87.2	.	9.9	78.9	8.6	-1.0	-46.5	-13.9
COc1ccc(-c2noc(=O)[nH]2)cc1	3.7	-29.2	92.8	-3.4	5.4	89.8	1.4	-1.4	5.9	2.6
COc1ccccc1Nc1ncccc1C(=O)O	-11.1	-14.1	89.7	.	15.7	101.0	1.4	-1.6	-17.3	-15.5
CCN(CCCNC(=O)C1CCC(=O)N1C1CCCC1)c1cccc(C)c1 (stereo unspecified)	5.5	-2.2	95.4	.	4.9	99.4	-0.4	-0.4	.	-5.8
CCN(C(=O)CSc1nncs1)c1c(N)n(Cc2ccccc2)c(=O)[nH]c1=O	4.2	-45.8	93.1	-0.8	5.1	96.0	0.3	-0.3	-0.5	5.4
O=C(c1ccc2c(c1)[nH]c(=S)n1c3ccccc3nc21)N1CCN(c2ncccn2)CC1	-17.9	-61.8	105.4	6.4	16.7	111.0	5.2	-0.4	17.7	6.6
Nc1ccc(S(=O)(=O)N2CCCC2)cc1	12.4	-30.4	98.6	0.3	17.2	98.9	4.6	-2.0	3.1	-2.0
O=C(O)CSCc1cnn(-c2ccccc2)c1-n1cccc1	8.1	-39.1	90.1	.	14.7	86.6	-1.3	-3.2	4.5	-17.8
CCOC(=O)C1C(=O)CC(C)(O)C(C(=O)OCC)C1/C=C/c1ccccc1 (stereo unspecified)	-7.5	-31.6	95.4	1.5	33.2	80.5	7.7	-3.5	10.7	-16.9
CCc1ccc(N/C(SCc2cccc(F)c2)=C(/C#N)C(=O)NCc2ccco2)cc1	3.0	-19.6	82.2	.	1.8	73.8	2.6	-3.7	5.7	6.7
Cc1cc(C)c2c(-n3cccc3)c(C(=O)NNS(=O)(=O)c3ccccc3)sc2n1	4.8	-37.4	94.9	.	13.1	99.5	3.9	-2.8	20.1	-8.1
COc1ccc2c(c1)CCN=C2Cc1ccc(OC)c(OC)c1	7.3	-22.4	55.0	-5.3	6.9	60.4	0.7	-2.9	.	9.1
N#Cc1c(-c2ccccc2)c(C#N)c2nc3ccccc3n2c1N	11.4	-45.9	78.4	-7.3	4.9	71.3	-0.2	-1.2	9.8	4.5
O=C(CN1C(=O)CCS(=O)(=O)c2ccccc21)Nc1cccc(Cl)c1	10.5	-60.2	91.8	.	14.1	92.5	-0.8	-3.5	-15.8	-4.2
O=C(COC(=O)[C@@H]1CCCN1S(=O)(=O)c1ccc(Cl)cc1)NCC(F)(F)F	9.8	-10.4	98.9	-1.6	11.7	89.2	1.0	-1.1	.	5.7
O=C(O)CCCCCn1c(SCc2cc(=O)n3cc(Cl)ccc3n2)nc2ccsc2c1=O	1.7	-41.7	87.2	-2.3	4.8	82.8	1.6	-2.2	-14.4	-0.8
Cc1cc(C(=O)COC(=O)c2n[nH]c3ccccc23)c(C)n1CC1CCCO1 (stereo unspecified)	0.8	-63.4	73.2	4.2	9.0	74.0	7.4	0.3	13.1	-8.7
COc1ccccc1NC(=O)COC(=O)c1ccccc1OCC(=O)Nc1ccc(SC(F)F)cc1	-1.2	-65.8	89.5	0.0	6.5	83.8	7.7	1.6	.	-1.9
COc1ccc(C(C(=O)NC2CCCCC2)N(C(=O)Cc2c[nH]c3ccccc23)c2ccc(NC(C)=O)cc2)cc1OC (stereo unspecified)	-6.4	-4.2	89.9	.	5.3	81.0	1.8	-0.9	9.8	-23.6
CCOc1ccc(N2C(=O)CC(S/C(N)=N/N=C/c3cccs3)C2=O)cc1 (stereo unspecified)	-4.6	-26.1	82.3	-3.5	6.9	96.0	1.4	-3.4	18.8	-5.3
CC12CCC(C(=O)N(CC(O)CN3CCCCCC3)C1=O)C2(C)C (stereo unspecified)	1.2	-1.1	92.2	-13.9	19.9	104.1	1.0	-0.2	.	2.1
COc1ccc(C(=O)c2nc3c(n2O)CCCCC3)cc1	-6.0	0.8	94.6	0.9	4.8	94.2	1.6	-0.5	15.2	-1.2
O=C1NC2(CCCCC2)N=C1c1ccc(Br)cc1	0.1	-33.9	112.5	-2.5	64.5*	89.3	1.2	-0.7	13.7	-13.0
Cc1ccc(NC(=O)c2csc(-c3ccccc3)c2C)cc1	-5.2	2.1	84.9	0.6	25.2	87.9	9.2	1.0	-34.4	-0.9
CC1CCCCN1CC(=O)Nc1sccc1C#N (stereo unspecified)	7.9	-29.3	92.8	-1.2	1.4	94.9	6.4	-1.0	-38.8	-5.5
Cn1c(=O)c2c(nc(N3CCCCCC3)n2CCSc2nc3ccccc3o2)n(C)c1=O	-5.0	-15.1	71.2	0.1	10.8	75.2	2.7	-4.0	22.0	-2.5
COc1cccc(NC(=O)CN(c2ccc(C)cc2)S(=O)(=O)c2c(C)nn(C)c2C)c1	-1.4	11.7	88.3	0.4	6.5	84.7	4.0	-2.6	-8.7	-1.7
COCc1c(C(=O)OCC(=O)N2c3ccccc3NC(=O)C2(C)C)oc2ccccc12	-11.4	-37.7	89.9	.	3.2	83.7	1.4	-2.3	4.2	-25.4
Cc1ccc(NN2C(=O)C=C(c3ccc(Cl)cc3)C2=O)cc1	-18.4	46.7*	42.2	-0.6	4.5	9.9	0.3	-5.8	11.5	-6.2
Cc1cc(C)nc(/N=C(\N)Nc2cc([N+](=O)[O-])ccc2C)n1	14.8	-26.2	87.0	1.4	7.4	91.5	3.5	-1.3	-45.6	5.2
COC(=O)c1c(NC(=S)NC(=O)c2ccco2)sc2c1CCCC2	3.8	0.5	98.7	-10.7	39.5	96.8	0.7	-2.7	.	2.2
Cc1ccc(S(=O)(=O)CC#CCOC(=O)c2ccc([N+](=O)[O-])cc2)cc1	10.7	-32.5	71.3	.	2.7	91.9	2.6	-3.2	-10.5	55.1
O=C(CNc1ccc(Br)cc1)c1ccccc1	0.0	-2.4	90.1	.	28.8	88.7	0.1	-2.5	44.7	-23.0

Grouped by structure, the entries above with a COOH group
SMILES	GALR2 antag	BB579 growth dn	bCat KO growth	Phagocyt inh	Measles CPE	PTEN del growth	NPY Y2 blocker	MRP1 act	E-sel TNF inh	Yeast life ext
O=C(O)C1CCCN1S(=O)(=O)c1ccc2c(c1)CCC2 (stereo unspecified)	-8.2	-16.8	89.8	-1.0	8.9	98.0	4.5	-1.8	-10.6	-9.7
COc1ccccc1Nc1ncccc1C(=O)O	-11.1	-14.1	89.7	.	15.7	101.0	1.4	-1.6	-17.3	-15.5
O=C(O)CSCc1cnn(-c2ccccc2)c1-n1cccc1	8.1	-39.1	90.1	.	14.7	86.6	-1.3	-3.2	4.5	-17.8
O=C(O)CCCCCn1c(SCc2cc(=O)n3cc(Cl)ccc3n2)nc2ccsc2c1=O	1.7	-41.7	87.2	-2.3	4.8	82.8	1.6	-2.2	-14.4	-0.8
